# S1P3 antag: S1P3 (human) receptor antagonism. Q99500. CHO S1P3 NFAT-BLA reporter, FRET fluorescence, antagonist mode. inhibition, % at 4.98 µM. actives 0.27% (n = 170,000);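 active = inhibition above the plate cutoff, the mean inhibition of test wells on that plate plus 3 SD, cut at about 28% in these data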;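 also: cells challenged with S1P at its EC80 of 0.8 µM; blue over green emission ratio from cleaved BLA substrate after 4 h stimulation; 0% = S1P-stimulated wells and 100% = unstimulated DMSO-only wells; some compounds past the cut are filed as inactive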
# Target sequence (Q99500 whole entry, looked up): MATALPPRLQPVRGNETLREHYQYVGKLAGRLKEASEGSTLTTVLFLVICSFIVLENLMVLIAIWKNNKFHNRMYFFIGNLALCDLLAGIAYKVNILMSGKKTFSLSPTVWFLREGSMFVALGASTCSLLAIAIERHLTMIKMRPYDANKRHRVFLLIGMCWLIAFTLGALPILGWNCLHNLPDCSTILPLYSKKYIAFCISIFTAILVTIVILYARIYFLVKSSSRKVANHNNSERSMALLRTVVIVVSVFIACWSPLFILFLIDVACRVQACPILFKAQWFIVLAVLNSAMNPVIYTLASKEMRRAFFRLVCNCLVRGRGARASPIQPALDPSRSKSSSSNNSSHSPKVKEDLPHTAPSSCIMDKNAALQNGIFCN
# * marks the source's active call; other numbers are inactive results.
SMILES,S1P3 antag
Cc1cc(C)c(C#N)c(SCCS(=O)(=O)c2ccc(Cl)cc2)n1,-4
Cc1noc(C)c1S(=O)(=O)N1CCC(C(=O)c2ccccc2)CC1,-1
COCCNC(=O)C(=O)N/N=C(\C)CC(=O)Nc1cccc(C(F)(F)F)c1,-9
CC/C(=N\NC(=O)Nc1nonc1N)c1ccc(OC)c(OC)c1,6
O=C(NNC(=S)Nc1ccc(F)cc1)C1[C@H]2CCCC[C@@H]12 (stereo not given in full),11
O=c1cc(O)c2sc(Nc3ccc(Cl)c(F)c3)nc2[nH]1,-29
COc1cc2c(C(=O)O)c(C)n(-c3ccccc3)c2c2ccccc12,-6
COCCn1c(-c2cccc(Br)c2)nc2c(c(=O)c3ccccc3n2C)c1=O,4
CSc1ccccc1Nc1ncnc(N)n1,-11
Cc1cccn2c(=O)c3cc(C(=O)NC(C)c4ccccc4)c(=N)n(CCCn4ccnc4)c3nc12 (stereo not given),-24
c1ccc(Oc2ccc(-c3ccn[nH]3)cc2)cc1,7
O=C(NNc1ccc(F)cc1F)c1c(F)cccc1Cl,-3
Cc1nc(C(=O)N2CCCC(C(=O)c3ccc(Cl)cc3)C2)cs1 (stereo not given),-1
O=C(O)c1ccc(N2C(=O)CC(N3C(=O)/C(=C/c4ccc(Cl)cc4)SC3=S)C2=O)cc1 (stereo not given),-3
Cc1cc2nc(-c3ccccc3)cc(=O)n2[nH]1,-11
CCC(C)(C)c1ccc(OCCCC[n+]2cccc(C)c2C)c(C(C)(C)CC)c1,-14
Brc1ccc(-c2ncc3ccccn23)cc1,-9
Cc1nn(Cc2ccccc2)c(C)c1/C=N/NC(=O)c1ccccc1O,-3
Cc1ccc(NC(=O)Cc2ncon2)cc1Cl,5
Cc1ccc(S(=O)(=O)CCSc2nccn2C)cc1,-5
O=C(Cc1ccccc1Cl)NC1(O)C(=O)c2ccccc2C1=O,-6
COc1cccc(C(=O)Nc2sc(C(C)C)cc2C(N)=O)c1OC,13
CCCN(Cc1cc(=O)[nH]c2ccccc12)C(=O)CC,10
O=c1[nH]nc(SCc2ccccc2)n1C1CC2C=CC1C2 (stereo not given),1
CC(C)n1c(SCC(=O)N2CCCc3ccccc32)nc2c1c(=O)n(C)c(=O)n2C,12
O=C1N/C(=N\S(=O)(=O)Cc2ccccc2)S/C1=C/c1cccc([N+](=O)[O-])c1,12
Cc1onc(-c2c(Cl)cccc2Cl)c1/C(N)=N/OC(=O)C1CC1,2
CN(C)S(=O)(=O)N1C(=O)c2ccccc2C1=O,-6
Cc1ccc(Nc2c(-c3ccc(N(C)C)cc3)nc3ncccn23)cc1,14
CC1(C(=O)NNC(=O)c2ccc(=O)oc2)CC1Br (stereo not given),5
Cc1ccc(NC(=O)CNCC(c2ccccc2)N(C)C)cc1F (stereo not given),17
Cn1cc(NC(=O)Nc2ccc(C(F)(F)F)cc2)c(C(F)(F)F)n1,5
O=S(=O)(Nc1nc2ccccc2nc1NCc1ccco1)c1ccc(F)cc1,3
CC(=O)Nc1ccc(S(=O)(=O)Nc2cccc(-c3nc4cc(C)ccc4o3)c2)cc1,-6
CC(C)(C)C(=O)Nc1nc(NC(=O)C(C)(C)C)nc(-c2ccccc2Cl)n1,-1
CN(CCn1ccnc1)Cc1cn(Cc2ccccc2)nc1-c1ccc2c(c1)OCO2,-21
Cc1cc2nc(NC3=NCN(Cc4cccnc4)CN3)nc(C)c2cc1C,-6
Cc1ccnc(SCCn2c(N3CCN(C)CC3)nc3c2c(=O)n(C)c(=O)n3C)n1,-7
C=CCn1c(=O)c2ccccc2n2nnc(C(=O)OCC)c12,1
Cc1cccc(Cl)c1NC(=S)NCCc1ccccn1,-12
CN(C)c1ccc(P(=O)(OC2CCCCC2)C(O)c2ccncc2)cc1 (stereo not given),11
CN(NC1OC(=O)c2ccccc21)c1ccc(Cl)cc1[N+](=O)[O-] (stereo not given),6
Cc1ccc(S(=O)(=O)Nn2c(O)c(C=C3N=c4ccccc4=N3)sc2=S)cc1,1
C=CCSc1n[nH]c(=O)n1-c1cccc(C(F)(F)F)c1,-4
O=C(/C=C/c1ccc(O)c(O)c1)OC1C(O)CC(OC(=O)/C=C/c2ccc(O)c(O)c2)(C(=O)O)CC1O (stereo not given),7
Nc1nc(NCc2ccc(Cl)cc2)nc(NCCO)c1[N+](=O)[O-],-2
Nn1c(C2CCCCC2)nc2ccccc2c1=O,-3
CCn1c(O)c(N=Nc2ccc(Cl)c(C(=O)O)c2)c2ccccc21,-12
O=C(C1CCCCC1)N1CCc2[nH]c3ccc(F)cc3c2C1,-13
NNC(=O)c1ccc(COc2ccc3ccccc3c2)cc1,-7
CCOC(=O)C(=CNc1ccc(C(F)(F)F)cc1Cl)C(=O)OCC,1
Cn1c(=O)c2c(=O)cc(N)[nH]c2n(C)c1=O,-2
CC1=CC2=NC(=O)/C(=C/c3cccn3Cc3ccccc3)C(=N)N2O1,4
COc1ccc(CC(=O)n2[nH]c(=O)ccc2=O)cc1OC,-4
O=C(Nc1ccc(Cl)c(Cl)c1)Nc1ccccc1O,-8
Cc1ccccc1-c1ccc(/C=C2/SC(N3CCOCC3)=NC2=O)o1,0
O=C(Nc1ccc(N2CCOCC2)nc1N1CCOCC1)c1cccc(C(F)(F)F)c1,-4
CC1Cc2ccccc2N1C(=O)CCn1c(=O)sc2ccccc21 (stereo not given),20
c1ccc(-c2cc(-c3ccccc3)on2)cc1,4
CCN(CC)CCn1c(N)c(S(=O)(=O)c2ccccc2)c2nc3ccccc3nc21,-6

# Fetched one by one from above (6):
SMILES,S1P3 antag
Cn1cc(NC(=O)Nc2ccc(C(F)(F)F)cc2)c(C(F)(F)F)n1,5
Cc1nc(C(=O)N2CCCC(C(=O)c3ccc(Cl)cc3)C2)cs1 (stereo not given),-1
O=c1[nH]nc(SCc2ccccc2)n1C1CC2C=CC1C2 (stereo not given),1
Cc1cc2nc(NC3=NCN(Cc4cccnc4)CN3)nc(C)c2cc1C,-6
COc1cccc(C(=O)Nc2sc(C(C)C)cc2C(N)=O)c1OC,13
C=CCn1c(=O)c2ccccc2n2nnc(C(=O)OCC)c12,1

# The listing continues.
SMILES,S1P3 antag
COc1ccc(/C=N/NS(=O)(=O)c2ccc(NC(C)=O)cc2)cc1,-25
CCCCNC(=O)Nc1ncn[nH]1,-6
Cc1sc2nc(C)n(/N=C/N(C)C)c(=O)c2c1C,-17
CNC(=O)COC(=O)c1ccccc1NC(=O)c1ccco1,-3
Cc1cc(-n2c(C)c3c(C)nnc(C)c3c2C)ccc1N,-7
CC(C)(C)N(Cc1cc2ccccc2[nH]c1=O)C(=O)c1cccc([N+](=O)[O-])c1,8
Nc1ccc(N=Nc2ccccc2Cl)c(N)n1,13
CC(C)(CO)NS(=O)(=O)c1ccc2c(c1)C(=O)c1cc(S(=O)(=O)NC(C)(C)CO)ccc1-2,-7
c1ccc(-n2c3ccccc3c3ccccc32)cc1,-2
CC(C)(CC(=O)O)CC(=O)Nc1ccccc1Oc1ccccc1,-3
COc1ccc(CN(C(=O)/C=C/c2ccco2)C2CCS(=O)(=O)C2)cc1 (stereo not given),-10
CCOC(=O)C(=O)Nc1cc(C)nn1-c1nc2ccccc2[nH]1,-16
C=CCn1c(SCc2nc3sc(C(=O)O)c(C)c3c(=O)[nH]2)nnc1-c1ccc(C(C)(C)C)cc1,3
COc1ccc(C(=O)NCC2CCCO2)cc1OC (stereo not given),3
CCOC(=O)c1ccc(N2CCOCC2)c(NC(=O)COCC(=O)O)c1,-17
COc1cccc(C2=CC(c3ccc(OC)c(OC)c3)NC(=S)N2)c1 (stereo not given),-5
Nc1c(C(=O)Nc2ccccc2)c2nc3ccccc3nc2n1-c1ccc(O)cc1,-47
Cc1ccc2c(c1)C1(C)C(C(C)(C)N2C=O)C1(Cl)Cl (stereo not given),-2
O=C(Nc1nnc(C(F)(F)F)s1)c1c(F)cccc1F,-7
Cc1onc(-c2c(Cl)cccc2Cl)c1C(=O)NNc1ccccc1,3
COc1ccc(CC(NC(C)=O)C(=O)NC2CCN(c3c4c(nc5ncnn35)CCC4)CC2)cc1OC (stereo not given),-3
COC(=O)C(C(=O)OC)c1ncccc1[N+](=O)[O-],-11
O=C(Sc1ccc(Cl)cc1)c1cccc(Cn2cc(C(F)(F)F)ccc2=O)c1,-8
N#C/C(=C\c1cccc(O)c1)c1nc2ccccc2o1,11

# Quoted from the listing:
# Reading of CCOC(=O)c1ccc(N2CCOCC2)c(NC(=O)COCC(=O)O)c1 under S1P3 antag: -17
# Reading of O=C(Nc1nnc(C(F)(F)F)s1)c1c(F)cccc1F under S1P3 antag: -7
# Reading of COC(=O)C(C(=O)OC)c1ncccc1[N+](=O)[O-] under S1P3 antag: -11
# Reading of O=C(Sc1ccc(Cl)cc1)c1cccc(Cn2cc(C(F)(F)F)ccc2=O)c1 under S1P3 antag: -8

# Next section
SMILES,S1P3 antag
Cc1cc(C)nc(N/N=C/c2cn[nH]c2-c2ccc(F)cc2)n1,20
CCC(COC(C)=O)Nc1nc2c([nH]1)c(=O)n(C)c(=O)n2C (stereo not given),-9
CCN(CC)c1ccc(/C=C(\C#N)C(N)=S)cc1,3
CC1=C(C(N)=O)C(c2cccs2)NC(=O)N1 (stereo not given),-12
Cc1nc(-c2ccc(-c3ccon3)s2)no1,-5
C=CCOC(=O)C1=C(C)NC(SCC(N)=O)=C(C#N)C1c1ccc(C)cc1 (stereo not given),2
COc1ccc(C2c3ccc(O)cc3Oc3ncn(CC(C)C)c(=N)c32)cc1 (stereo not given),2
CN(C)c1ccc(P(=O)(OCc2ccccc2)C(O)c2ccc(Cl)cc2)cc1 (stereo not given),14
CN(C)c1cc(-c2ccc(Cl)cc2Cl)oc(=O)c1Cl,-5
N=c1sccn1CC(=O)Nc1ccc(Cl)cc1[N+](=O)[O-],3
COc1ccc2c(c1)c(C(=O)N/N=C/c1cccc(Br)c1)c(C)n2C,-8
CCOC(=O)C1=C(CS(=O)(=O)c2ccccc2)NC(=O)NC1c1ccc(OC)c(OC)c1 (stereo not given),10
COc1ccccc1-c1cn[nH]c1-c1ccc(OCc2ccc([N+](=O)[O-])cc2)cc1O,-3
CN(C)c1ccc(/C=N/NC(=O)CSc2ccccn2)cc1,0
CN(c1cccnc1)c1ncnc2[nH]ncc12,-1
O=C(N/N=C/c1c[nH]c2ccccc12)c1cccs1,-3
FC(F)(F)c1cccc(-n2c(Cn3nnc4ccccc43)n[nH]c2=S)c1,9
COc1ccccc1/C=C/C=N/NC(=O)CCn1cnc2ccccc21,4
CC(=O)CSc1nnc(CN2C(=O)CSc3ccc(C(F)(F)F)cc32)n1C,4
COC(=O)c1ccc(C(=O)OC)c(NC(=S)N2CCN(C(=O)C3CCCO3)CC2)c1 (stereo not given),-7
COC(=O)c1c(C)nn(-c2ccc(F)c(Cl)c2)c1-c1cc(C)on1,-2
CCOC(=O)C1CCCN(CC(=O)c2c[nH]c3ccc(C)cc23)C1 (stereo not given),-2
COC(=O)c1[nH]c(C)c(/C(O)=C2\C(=O)C(=O)N(CCN3CCOCC3)C2c2ccc(C)o2)c1C (stereo not given),7
Cc1ccc2c(c1)C(=O)CCCCC(=O)N2,-8
Cn1cnc(S(=O)(=O)Nc2cc(-c3ccc(Cl)cc3)nn2C)c1,2
COC(=O)c1cc2c(C)nn(C)c2s1,-7
CS(=O)(=O)c1ccc2nc(NC(=O)c3ccc(N4CCCC4=O)cc3)sc2c1,-5
C/C(=N\NC(=O)Cc1cccn1C)c1ccco1,-15
CCOC(=O)Cc1csc(NC(=O)/C=C/c2ccco2)n1,6
COc1cccc(/C=N/Nc2nc(-c3cccnc3)nc3ccccc23)c1,21
O=C1CSC(c2ccc(Cl)cc2)N1c1cccnc1 (stereo not given),-4
Clc1ccc(OCCn2cnc(Cl)c2Cl)cc1,2
COc1ccc(C2N(c3ccc4c(c3)OCCO4)C(=O)C2(F)F)cc1OC (stereo not given),1
CCOC(=O)Nc1ccc2nc(Sc3ccc(Cl)cc3)sc2c1,4
O=C(CNc1ccc2ccccc2c1)N/N=C/c1ccccn1,-18
COc1ccccc1NC(=O)Nc1nn(C)c2cccc(OC)c12,12

# Compounds from the list above with bromine (4):
SMILES,S1P3 antag
COCCn1c(-c2cccc(Br)c2)nc2c(c(=O)c3ccccc3n2C)c1=O,4
Brc1ccc(-c2ncc3ccccn23)cc1,-9
CC1(C(=O)NNC(=O)c2ccc(=O)oc2)CC1Br (stereo not given),5
COc1ccc2c(c1)c(C(=O)N/N=C/c1cccc(Br)c1)c(C)n2C,-8

# Remaining list, next part.
SMILES,S1P3 antag
Cc1cnc(C(=O)N2CCN(c3ccc(C(F)(F)F)cn3)CC2)cn1,4
NC(=O)Oc1cccc(OC(N)=O)c1,8
COc1ccc(C2C(C)C3(O)CC(C#N)(C(=O)N3)C2(C#N)C#N)cc1 (stereo not given),-18
CCOc1cc(/C=N\Nc2ncc(F)c(N3CCOCC3)n2)ccc1Oc1nc(Cl)ncc1F,2
CSc1nnc(C(C)(C)C)c(=O)n1/N=C/c1ccc(C(C)C)cc1,5
C=C(C)c1cccc(C(C)(C)NC(=O)Nc2nnc(C(C)C)s2)c1,5
Cc1c(C(=O)Oc2ccc(Cl)cc2)n(C)oc1=O,13
CCOC(=O)c1c(C)oc2cc(Cl)c(O)c(CN(C)C)c12,3
O=S(=O)(Nc1nc2ccccc2nc1NCC1CCCO1)c1cc(Cl)ccc1Cl (stereo not given),-2
Cc1ccccc1NC(=O)/C(C#N)=C\c1cc(C)n(-c2ccc(C(=O)O)cc2)c1C,-10
Clc1ccc(-c2nnc3n2-c2ccccc2SC3)cc1,-3

# 3 compounds from above, sorted by the number in S1P3 antag, low to high.
SMILES,S1P3 antag
CCOc1cc(/C=N\Nc2ncc(F)c(N3CCOCC3)n2)ccc1Oc1nc(Cl)ncc1F,2
Cc1cnc(C(=O)N2CCN(c3ccc(C(F)(F)F)cn3)CC2)cn1,4
NC(=O)Oc1cccc(OC(N)=O)c1,8

# From PubChem

# A portion of the library; rates above refer to the full screens.
